Lipid storage S3 – qHTS Assay for Lipid Storage Modulators in Drosophila S3 Cells. Drosophila S3 cells, BODIPY lipid droplet fluorescence, 18-24 h; cells fed with added oleic acid. Potency in µM for hits, for the others lipid storage change, negative = inhibition, % at the top dose, mostly 46.1 µM. hit rate 0.64% among 320,000; active = well fitted inhibition curve with a large enough effect in the signal ratio, with a control signal flat, not every such curve was filed as active; inconclusive = small, poorly fitted or top-dose-only effect, or effect the other way, or a change in a side signal; the % refers to the signal ratio
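Laser-scanning cytometry quantifies lipid droplet accumulation (500–530 nm total intensity; droplet/cell object ratio) in oleic acid-fed (400 uM added) Drosophila S3 cells treated with a concentration series. 20 uM Triacsin C defined 100% inhibition.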
Lipid storage S3 cell count max – recorded beside Lipid storage S3, whose call it bears; cell number change, %; measured here: cell count max response;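 cells counted by Cell Tracker Red CMTPX staining in the red channel; peak over a dose series mostly up to 46.1 µM; percent activity relative to internal control wells on each plate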
An asterisk follows results filed as active; i = inactive; ? = inconclusive; / = not tested or not shown; [ ] = another dose, or the depositor's remark. % is scaled to controls: 0 for no effect and ±100 for the full control effect; potency is read from the fitted curve at half-maximal effect.

SMILES	Lipid storage S3	Lipid storage S3 cell count max
Cc1ccccc1NC1=NC(C)(C)N=C(N)N1	i	1
O=C1CCCC2=C1C(c1ccc(O)c(O)c1)Nc1ccc3ncccc3c12 (stereo not given)	9%	19
Cc1ccnc(NC(=O)c2cccc(S(=O)(=O)N3CCN(c4ccc(F)cc4)CC3)c2)c1	?	/
Cc1cc(F)ccc1S(=O)(=O)Nc1ccccc1C(=O)NCc1ccccn1	?	/
Cn1c(SCC(=O)NC2CCCCC2)nnc1-c1cccc(N)c1	-8%	-5
O=C(NC1CCCC1)C1CCN(S(=O)(=O)N2CCCCC2)CC1	9%	-12
Nc1ccc(-c2nc3c(Cl)c(N)ccc3[nH]2)cc1	?	/
COc1ccc(-c2noc(CSc3nc(N)c(-c4ccccc4)c(=O)[nH]3)n2)cc1	?	/
CN(C)c1ccc(-c2nnc(-c3cccnc3)o2)cc1	?	/
CCOc1ccc(C2/C(=C(\O)c3ccc4c(c3)OCCO4)C(=O)C(=O)N2CCCn2ccnc2)cc1OC (stereo not given)	?	/
CC(=O)c1ccc(N(CC(=O)NC2CCCC2)C(=O)CNC(=O)c2ccco2)cc1	?	/
CCN1CCc2c(C#N)c(N3CCOCC3)nc(NCc3ccccc3)c2C1	?	/
O=C(c1ccc(Cl)c(NC2=NC3CS(=O)(=O)CC3S2)c1)N1CCN(c2ccccc2)CC1 (stereo not given)	?	/
O=C(CN(Cc1ccco1)C(=O)CNS(=O)(=O)c1ccc(Cl)cc1)NCc1ccco1	?	/
O=C(CN1CCCCCC1)NCCc1ccc(F)cc1	19%[9.22 µM]	/
O=C(Cn1nnc2ccccc21)NNC(=S)NC1CCCCC1	0%	5
CN(C)c1ccc(-c2ccc([C@H]3[C@@H]4C=CCC[C@@]4(C)C(=O)N3Cc3ccccc3)c(F)c2)cc1	?	/
COc1ccc(Nc2nc(-c3cccc([N+](=O)[O-])c3)nc3ccccc23)cc1	?	/
CC1Cc2cc(/C(O)=C3/C(=O)C(=O)N(CCCn4ccnc4)C3c3ccncc3)ccc2O1 (stereo not given)	11%	/
O=C(Nc1nnc(SCc2c(Cl)cccc2Cl)s1)C1CCCO1 (stereo not given)	4%	-5
COc1ccc(NC(=O)CN2C(=O)NC(C)(c3ccc(C)cc3)C2=O)c([N+](=O)[O-])c1 (stereo not given)	?	/
COc1ccc(-c2ccnc(SCC(=O)c3ccc(Br)cc3)n2)cc1	6%	-15
COC(=O)Cc1ccc(NC(=S)N2CCCCC2C)cc1 (stereo not given)	-19%	8
COCC(=O)Nc1cc(C(=O)OC)cc(C(=O)OC)c1	?	/
CCCC(=O)Nc1nc2ccc(NC(=O)c3ccc(Br)o3)cc2s1	i	-22
CCN1C(=O)/C(=C\N(C)C)c2ccccc21	10%	-3
COC(=O)c1cnn(-c2ccc(F)cc2F)c1/C=N/NC(N)=S	16%	14
O=C(CCl)Nc1ccccc1C(=O)NCc1ccccc1	i	/
NS(=O)(=O)c1ccc(NC(=O)CCC(=O)N2CCOCC2)cc1	i	16
O=C(NCCN1CCCC(O)C1)c1cc(COc2c(F)cccc2F)on1 (stereo not given)	i	/
O=C(c1ccccc1)c1cccn1CC(=O)N1CCN(C2CCCCC2)CC1	2%	2
Cn1nc(C(C)(C)C)cc1C(=O)NNC(=O)c1cccc(Cl)c1	0%	3
CCc1ccc(C(=O)Cc2cc3cccc(OC)c3oc2=O)cc1	0%	12
COc1ccc(Cc2c(O)nc(SC)n(C(C)=O)c2=O)cc1	?	/
CC(C)(C)c1ccc(OCCn2ccccc2=O)cc1	?	/
CCc1nc(SCC(=O)N2CCN(c3ccccc3)CC2)c2c(=O)n(C)c(=O)n(C)c2n1	1%	9
O=C(C1=C(O)C(=O)N(CCOCCO)C1c1cccs1)c1cccs1 (stereo not given)	2%	-8
CC(=O)OC1CC(C)(C)N(OC(=O)CCCN2C(=O)c3ccccc3C2=O)C(C)(C)C1	?	/
COc1ccc(/C=N/NC(=O)c2nonc2C)cc1	?	/
COC(=O)c1ccccc1N/C=C1\CCc2c(c(C)nn2-c2ccccn2)C1=O	?	/
COc1cc(OC)c(OC)cc1/C=N/Nc1ncnc2c1[nH]c1ccc(C)cc12	5%	0
CCCOc1ccccc1C1CC(=O)NC(C)=C1C(=O)OCC(C)C (stereo not given)	?	/
O=C(Nc1ccc(Cl)cn1)c1cnn2cccnc12	?	/
CC12CC(NC(=O)N1CCc1ccccc1)c1ccccc1O2 (stereo not given)	?	/
CCN1CCN(Cc2ccc(NC(=O)c3ccc(C)c(NC(=O)C(=O)c4c[nH]c5ccccc45)c3)cc2C(F)(F)F)CC1	?	/
COCCN(CCOC)C(=S)Nc1cc(S(=O)(=O)N(C)C)ccc1C	?	/
O=Cc1nc(-c2ccc(Cl)cc2)n2ccccc12	9%	13
COc1ccc(NC(=S)N2CCC(Cc3ccccc3)CC2)cc1	?	/
Cc1nc2ccc(NC(=O)c3ccc(C)c(S(=O)(=O)N4CCOCC4)c3)cc2s1	?	/
CCCn1nnc(NC(=O)c2cccc(OCc3ccccc3)c2)n1	?	/
Cc1cc(C(=O)Nc2cc(S(C)(=O)=O)ccc2Cl)no1	?	/
CC(C)CC(c1nnnn1C(C)C)N1CCN(C(=O)c2ccco2)CC1 (stereo not given)	-3%	-1
COC(=O)C1=C(C)Nc2ncnn2C1c1ccco1 (stereo not given)	-11%	17
CCOc1ccc(C(=O)NCC(=O)N2CC=C(c3ccccc3)CC2)cc1OCC	22%	4
COc1cc(NC(=O)c2cc(-c3cccc(O)c3)on2)cc(OC)c1OC	?	/
O=C(Nc1nc2ccccc2s1)c1cnccn1	?	/
CC(=O)c1c(C(C)=O)c(C)n(-c2cccc3cccnc23)c1C	0%	6
Cn1cnc2c1c(=O)n(Cc1ccccc1)c(=O)n2C	-6%	9
CCC1CCCCN1CCCNC(=O)CN1C(=O)COc2ccc(S(=O)(=O)N3CCOCC3)cc21 (stereo not given)	?	/
S=c1[nH]nc(-c2cccc(Cl)c2)n1CCN1CCCCC1	11%	12
Continued.
SMILES	Lipid storage S3	Lipid storage S3 cell count max
CCOC(=O)N/N=C(\C)c1ccccc1OC(F)F	-1%	-7
COc1ccc(CN2C(=O)C(CC(C)C)Nc3ncnc(N4CCOCC4)c32)cc1 (stereo not given)	?	/
CC(=O)NC(NC(=S)Nc1ccccc1Br)C(Cl)(Cl)Cl (stereo not given)	3%	-5
O=C(Nc1ccc(Br)cn1)C1CCN(S(=O)(=O)c2cccs2)CC1	10%	5
CCOC(=O)N1CCN(CC(=O)Nc2cccc(Br)c2)CC1	?	/
CC(Nc1ccccc1)c1cc(Cl)ccc1O (stereo not given)	-4%	-20
Cc1cc(N(C)C)c(C#N)c(NCc2ccccc2)n1	?	/
CCCCCCCCCCCCCCCC[N+](C)(C)CC	?	/
O=C(CNC(=O)c1cccs1)NCC(=O)OCc1ccc(Cl)cc1Cl	-6%	-15
CC(C)[C@H](NC(=O)NCc1ccc(Cl)cc1)C(=O)O	i	/
CCC(C)(C)n1nnnc1C(c1cccs1)N1CCc2ccccc21 (stereo not given)	9%	-13
O=C(N/N=C/c1ccc([N+](=O)[O-])s1)c1ccccc1	i	/
N#Cc1cccc(CS(=O)(=O)c2ccc(Cl)cc2)c1	?	/
O=C(/C=C/c1cccc([N+](=O)[O-])c1)Nc1cccc(NC(=O)c2ccco2)c1	0%	1
COc1ccc(NC(=S)N2CCN(C(=O)c3ccco3)CC2)c(OC)c1	9%	-10
O=C(CNC(=O)C12CC3CC(CC(C3)C1)C2)OCc1ccc(F)cc1Cl	?	/
C/C(=N\NC(=O)Cc1ccc(Cl)cc1)c1ccccc1O	-13%	-16
O=C(NCc1ccccc1)C1=C[C@@H](C2CC2)C[C@@H](OCc2ccc(CO)cc2)O1	9%	5
Cc1ccc(S(=O)(=O)NCCC(=O)NC2CC2)cc1	-15%	/
COc1ccc(/C=C/C(=O)Nc2ccccc2C(=O)N2CCCC2)cc1	?	/

Given as a markdown table: 4 of the compounds above
| compound | Lipid storage S3 | Lipid storage S3 cell count max |
| --- | --- | --- |
| CC(C)[C@H](NC(=O)NCc1ccc(Cl)cc1)C(=O)O | i | / |
| CCC(C)(C)n1nnnc1C(c1cccs1)N1CCc2ccccc21 (stereo not given) | 9% | -13 |
| O=C(N/N=C/c1ccc([N+](=O)[O-])s1)c1ccccc1 | i | / |
| N#Cc1cccc(CS(=O)(=O)c2ccc(Cl)cc2)c1 | ? | / |

(cont.)
SMILES	Lipid storage S3	Lipid storage S3 cell count max
O=C(O)C1CCCN(S(=O)(=O)c2ccc(Br)s2)C1 (stereo not given)	8%	13
CCn1nc2cc(C(=O)NCC34CC5CC(CC(C5)C3)C4)ccc2c1OC	-21%	-4
COC(=O)c1ccc(COc2cccc(OC)c2)o1	-14%	/
Cc1csc(/C(=N/OC(=O)c2ccco2)C(N)=O)n1	13%	-1
O=C(NCCCN1CCOCC1)c1cc(-c2cccc(Br)c2)nc2ccccc12	-22%	-7
COc1ccc(-c2ccnc(SCC(=O)c3ccc(Cl)cc3)n2)cc1	0%	8
O=C(N/N=C/c1ccc(OC2CSC2)cc1)c1ccccc1	?	/
Cc1cccc(-c2nc(CNC(=O)c3ccco3)cs2)c1	?	/
COc1ccc(C(=O)N[C@H](C(=O)NCc2cccs2)C(C)C)cc1	?	/
O=C(CCC1CCCC1)N[C@@H](Cc1ccc(O)cc1)C(=O)O	11%	-8
CCOC(=O)CNC(=O)CSc1nnc(CCc2nc3ccccc3[nH]2)n1C	-4%	11
CCCCc1cc(=O)oc2cc(OCC(=O)NC(Cc3c[nH]c4ccc(O)cc34)C(=O)O)ccc12 (stereo not given)	-8%	-11
CC(C)CC(c1nnnn1C1CCCC1)N1CCN(c2ccccc2F)CC1 (stereo not given)	i	/
Cc1ccnc(SCCn2c(Br)nc3c2c(=O)[nH]c(=O)n3C)n1	?	/
CCN(CC)CCCNC(=O)c1sc2nc(-c3ccc(F)cc3)cn2c1C	?	/
COc1ccc(OCC(=O)OCC(=O)NC2CCCCC2C)cc1 (stereo not given)	-8%	5
O=C1c2ccccc2C(=O)N1CC(O)CNc1ccc(Br)cc1 (stereo not given)	?	/
CCC(C)(C)NC(=O)C1CCCN(S(=O)(=O)c2ccc3c(c2)CC(C)N3C(=O)C2CC2)C1 (stereo not given)	i	-4
COc1cccc(C2=CC(=O)C[C@H](c3ccc4c(c3)OCO4)C2)c1	i	-2
NC(=O)CC[C@@H]1NC(=O)[C@H](CO)NC(=O)c2cc([N+](=O)[O-])cc(I)c2NCCCC[C@@H](C(N)=O)NC(=O)[C@H](Cc2ccc(O)cc2)NC1=O	?	/
Cc1ccc(S(=O)(=O)N2CCOCC2)cc1C(=O)N1c2ccccc2Sc2ccccc21	28%	1
CC(/C=C/c1ccccc1F)=N\NC(=O)c1ccccc1	-2%	10
N#Cc1ccc(Cl)cc1NC(=O)CNc1cccc(S(=O)(=O)N2CCCC2)c1	?	/
Cc1ccc(S(=O)(=O)NC2CC2)s1	?	/
O=C(CSc1cccc[n+]1[O-])Nc1ccc2c(c1)OCO2	?	/
O=C(Nc1ncccn1)c1cccs1	?	/
CCOC(=O)[C@@H]1[C@H]2COc3ccc(Br)cc3[C@@H]2N2C(=O)N(c3ccc(OC)cc3)C(=O)[C@]12C	-28%	22
CC1(C)CC(CC(=O)Nc2ccccn2)C(=O)O1 (stereo not given)	-8%	-7
Cc1cc(NC(=O)CSc2nc3ccccc3c(=O)n2Cc2ccccc2)no1	?	/
Cc1ccc(-c2noc(-c3ccccc3C(=O)N3CCN(C)CC3)n2)cc1	?	/
O=c1c2ccccc2ncn1CCCOc1ccccc1[N+](=O)[O-]	-11%	-13
C=CCOc1ccc(/C=N\NC(N)=S)cc1	3%	-11
Cc1ccccc1C(=O)Oc1ccccc1C(=O)N1CCOCC1	-2%	3
CCOC(=O)c1[nH]c2ccccc2c1NC(=O)CC	-5%	-7
COc1ccc(CCNC(=O)CN(c2cccc([N+](=O)[O-])c2)S(C)(=O)=O)cc1OC	?	/
COc1ccc(N2CCN(S(=O)(=O)c3c(C)nc4sccn4c3=O)CC2)cc1	16%	7
O=C(COc1ccc(/C=N/NS(=O)(=O)c2ccccc2)cc1)Nc1ccccc1	-20%	-14
CCc1noc(N)c1C(=O)Nc1ccc(F)c(Cl)c1	?	/
Cc1cc(OCC(=O)Nc2ccncc2)ccc1Cl	?	/
Cc1ccccc1SCc1noc(C(=O)NC(C)C)c1C(=O)O	-11%	3
COc1ccc(-c2cc(C(=O)N3CCc4ccccc4C3)no2)cc1	7%	7

Gathered by group, the compounds so far containing fluorine (13)
SMILES	Lipid storage S3	Lipid storage S3 cell count max
Cc1ccnc(NC(=O)c2cccc(S(=O)(=O)N3CCN(c4ccc(F)cc4)CC3)c2)c1	?	/
Cc1cc(F)ccc1S(=O)(=O)Nc1ccccc1C(=O)NCc1ccccn1	?	/
O=C(CN1CCCCCC1)NCCc1ccc(F)cc1	19%[9.22 µM]	/
CN(C)c1ccc(-c2ccc([C@H]3[C@@H]4C=CCC[C@@]4(C)C(=O)N3Cc3ccccc3)c(F)c2)cc1	?	/
COC(=O)c1cnn(-c2ccc(F)cc2F)c1/C=N/NC(N)=S	16%	14
O=C(NCCN1CCCC(O)C1)c1cc(COc2c(F)cccc2F)on1 (stereo not given)	i	/
CCN1CCN(Cc2ccc(NC(=O)c3ccc(C)c(NC(=O)C(=O)c4c[nH]c5ccccc45)c3)cc2C(F)(F)F)CC1	?	/
CCOC(=O)N/N=C(\C)c1ccccc1OC(F)F	-1%	-7
O=C(CNC(=O)C12CC3CC(CC(C3)C1)C2)OCc1ccc(F)cc1Cl	?	/
CC(C)CC(c1nnnn1C1CCCC1)N1CCN(c2ccccc2F)CC1 (stereo not given)	i	/
CCN(CC)CCCNC(=O)c1sc2nc(-c3ccc(F)cc3)cn2c1C	?	/
CC(/C=C/c1ccccc1F)=N\NC(=O)c1ccccc1	-2%	10
CCc1noc(N)c1C(=O)Nc1ccc(F)c(Cl)c1	?	/

A portion of the library; rates above refer to the full screens.
